Assay outcomes from PubChem BioAssay.
RXFP1 antagonist: RXFP1 (human) relaxin receptor antagonism; Q9HBX9; HEK293-RXFP1, relaxin-stimulated cAMP HTRF, 30 min; stronger effect = lower value; activity change, negative = inhibition, % at 57.5 µM; 0.59% of 350,000 active; AID 1259400;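 active means activity change of -60% or lower, but not beyond a set lower limit; inconclusive means change between -60% and -40%, or beyond the set limit; inactive means change above -40%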; further: on the % scale 0 is the no-effect control and ±100 the full control effect
Target sequence (Q9HBX9 whole entry, looked up): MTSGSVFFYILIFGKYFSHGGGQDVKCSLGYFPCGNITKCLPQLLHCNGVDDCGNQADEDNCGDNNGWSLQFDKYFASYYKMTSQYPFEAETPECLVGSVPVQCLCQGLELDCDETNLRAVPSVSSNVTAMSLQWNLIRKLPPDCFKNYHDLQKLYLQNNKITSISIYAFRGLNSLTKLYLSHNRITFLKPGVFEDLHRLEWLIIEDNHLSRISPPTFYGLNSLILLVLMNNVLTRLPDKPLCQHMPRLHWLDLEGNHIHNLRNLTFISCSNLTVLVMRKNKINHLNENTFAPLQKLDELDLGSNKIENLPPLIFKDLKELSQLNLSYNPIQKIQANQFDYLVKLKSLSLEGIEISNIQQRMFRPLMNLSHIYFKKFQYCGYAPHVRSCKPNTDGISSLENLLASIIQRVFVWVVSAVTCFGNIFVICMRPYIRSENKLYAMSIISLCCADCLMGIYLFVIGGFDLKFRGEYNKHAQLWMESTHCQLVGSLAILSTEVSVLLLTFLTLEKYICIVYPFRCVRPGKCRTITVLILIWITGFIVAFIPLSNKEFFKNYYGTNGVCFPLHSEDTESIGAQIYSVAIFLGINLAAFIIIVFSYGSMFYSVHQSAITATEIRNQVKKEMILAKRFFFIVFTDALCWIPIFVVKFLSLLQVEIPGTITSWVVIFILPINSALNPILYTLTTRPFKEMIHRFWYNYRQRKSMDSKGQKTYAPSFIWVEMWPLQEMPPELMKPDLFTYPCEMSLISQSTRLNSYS
D2 PAM: positively modulates the human D2 dopamine receptor allosterically; P14416; HEK293 T-REx D2, calcium flux, EC20 dopamine potentiation; potentiation, % at 10 µM; 0.34% of 340,000 active; AID 485347;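 active means potentiation over 3 SD above the plate norm, cut at about 30% in these data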; further: 0% is about no effect
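Potentiation of an EC20 dopamine calcium response measured kinetically over 180 s, after a preceding 180 s compound-only read flagging agonists. Cells: inducible Hek293 Trex D2 line, 4000/well, cultured overnight at 30 C before dye loading.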
D2 antag: antagonists of human D2 dopamine receptor. P14416. HEK293 TREx D2 cells, calcium flux, dopamine EC80. inhibition, % at 10 µM. 2% of 340,000 active. AID 485344; in the data active means inhibition above about 30%; further: 0% is about no effect
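Measurement of antagonist activity uses fluorescent calcium dye in inducible HEK293 T-REx D2 cells: 10 s baseline, compound addition with 180 s read, EC80 dopamine addition with a further 180 s read.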
D1 agonist: activates the human D1 dopamine receptor. P21728. HEK293 T-REx D1 cells, calcium flux, agonist mode. activation, % at 2 µM. 1% of 360,000 active. AID 504660; further: 0% is about no effect
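Inducible HEK293 T-REx D1 cells, force-coupled to calcium signalling, were plated at 4000 cells/well with tetracycline and held overnight at 30 C. After no-wash calcium dye loading, compound-evoked calcium rise over 180 s flagged agonists.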
TRHR agonist: TRH receptor (human) agonism. P34981. activation, % at 2 µM. 0.18% of 360,000 active. TRHR cells, calcium flux fluo-8, FDSS agonist mode. AID 493084; further: 0% is about no effect
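TRHR-expressing cells, plated overnight in medium with 10% serum, were loaded with fluo-8 calcium dye at room temperature. After a 10 s baseline, library compound was pin-added and calcium release was recorded kinetically (ex 480/em 530) as agonist response.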
D2 ag: activates the human D2 dopamine receptor; HEK293 T-REx D2 cells, calcium flux agonist mode; activation, % at 2 µM; 0.53% of 340,000 active; AID 485358;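 active means activation over 3 SD above normal in the single-dose calcium agonist read, cut at about 30% in these data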; further: 0% is about no effect
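Agonism is scored from calcium flux in a force-coupled, inducible HEK293 cell line expressing D2, read kinetically for 180 s after compound addition against dopamine controls.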
D1 antagonist: antagonists of human D1 dopamine receptor; P21728; HEK293 TREx D1 cells, calcium flux, dopamine EC80; stronger effect = lower value; activity change, negative = inhibition, % at 10 µM; 3.2% of 360,000 active; in the data active means activity change below about -30%; further: on the % scale 0 is the no-effect control and ±100 the full control effect
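Antagonism measured as reduced calcium response to an EC80 dopamine addition following 180 s compound pre-read; cells were inducible HEK293 Trex D1 plated overnight at 30 C, read kinetically at 1 cycle/sec.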
TRHR enhancer: allosteric enhancers of human TRH receptor; AID 493056; P34981; enhancement, % at 2 µM; 0.66% of 360,000 active; TRHR cells, fluo-8 calcium fluorescence, EC20 TRH enhancement; in the data active means enhancement above about 30%; further: 0% is about no effect
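Enhancer read-out: after compound pinning and an initial kinetic agonist-mode read, an EC20 of TRH (10 nM final) was injected and fluo-8 calcium signal (Ex 480/Em 530) followed at 1 s/cycle for 100 cycles in TRHR-expressing cells.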
D1 PAM: enhances dopamine response at the human D1 receptor. 0.036% of 360,000 active. potentiation, % at 10 µM. HEK293 TREx D1 cells, calcium flux, dopamine EC20 potentiation. AID 504651; in the data active means potentiation above about 30%; further: 0% is about no effect
* marks the source's active call; other numbers are inactive results; ? = inconclusive; . = not tested or not shown. Unless noted, no stated cut-off is given here; in the data, active means activation above about 30%; inactive means the rest. Not a hit list. About 7.3% of those tested had a hit in this group.

SMILES | RXFP1 antagonist | D2 PAM | D2 antag | D1 agonist | TRHR agonist | D2 ag | D1 antagonist | TRHR enhancer | D1 PAM
Cc1cc(N2CCOCC2)nc2ccc(NC(=O)CCC(=O)N3CCN(c4ccccc4F)CC3)cc12 | 0 | . | -2 | 1 | 0.4 | 2.4 | -43* | 2 | 0
O=C(COc1ccc2c(-c3ccccc3)cc(=O)oc2c1)NCC1CCC(C(=O)O)CC1 (stereo not drawn) | . | 5 | 9 | 0 | -0.2 | 1.1 | 4 | -2 | 6
COc1ccc(Cn2ccnc2SCC(=O)Nc2ccc3c(c2)OCCO3)cc1 | -3 | 11 | . | 0 | 0.1 | 0.2 | 4 | 0 | -4
CC(Oc1ccccc1Cl)C(=O)Nc1ccc(S(=O)(=O)Nc2nccs2)cc1 (stereo not drawn) | 22 | 6 | -4 | 3 | 0.4 | -0.2 | -9 | 0 | 1
Cc1ccc(Cc2nc(-c3ccncc3)no2)cc1 | -8 | 5 | -2 | 8 | 0.4 | 2.0 | -7 | -4 | 0
CCOC(=O)CSc1nnc(Cn2nnc(-c3ccccc3)n2)n1CC | -1 | 11 | 5 | -1 | -0.2 | 0.6 | -1 | 6 | 0
COc1cccc(-c2noc(C3CCCN(C(=O)c4cccc(F)c4)C3)n2)c1 (stereo not drawn) | 2 | . | . | 9 | -0.5 | . | -18 | 1 | -4
Cc1ccccc1NC(=O)C1CCCN(c2ncnc3onc(-c4ccc(F)cc4)c23)C1 (stereo not drawn) | 3 | 12 | 17 | 5 | 0.4 | 0.1 | -1 | -5 | 9
CCOc1ccccc1NC(=S)N1CCN(c2ccccc2)CC1 | -5 | 3 | -4 | 1 | 0.1 | 7.3 | -3 | 3 | 1
Cc1ccc(S(=O)(=O)N2CCOC23CCN(C(=O)C(=O)NCCC(C)C)CC3)cc1 | -14 | -3 | -15 | 2 | -0.5 | 0.0 | 3 | -5 | 2
CC(C)=NNC(=O)C1=NNC(=O)C1 | 0 | . | . | 4 | -0.1 | . | 1 | -3 | 1
CCN(CC)c1ccc(C=Nc2ccc(C)cc2)c(O)c1 | -4 | -5 | 13 | 1 | -0.3 | 0.3 | -14 | 2 | -1
CN(C(=O)CSc1nnc(-c2c[nH]c3ccccc23)n1C1CC1)C1CCS(=O)(=O)C1 (stereo not drawn) | -3 | -6 | -8 | 0 | 0.9 | -0.7 | -5 | 1 | -4
NS(=O)(=O)c1ccc(NNC(=O)c2ccc(F)cc2F)cc1 | 2 | 5 | -1 | -1 | 0.3 | 0.6 | 1 | -3 | 2
COc1ccc(-c2ccc(-c3noc(C4CCCCC4)n3)c(OC)n2)cc1 | . | -3 | 9 | 9 | 1.0 | 1.6 | 6 | 0 | 3
CC1=CCC(C(=O)O)C(C(=O)Nc2nc3ccc(S(C)(=O)=O)cc3s2)C1 (stereo not drawn) | -1 | 10 | -8 | -1 | -0.8 | 0.1 | -13 | 4 | 2
COc1cccc(C(=O)N2CCC(n3nccc3NC(=O)CCOc3ccccc3)CC2)c1 | 15 | -5 | 13 | 4 | 0.1 | -0.4 | 7 | -10 | 0
Clc1cccc(-c2ccc3ncnc(NCc4cccs4)c3c2)c1 | . | . | . | 0 | 0.0 | . | -26 | 0 | 2
C/C(=N\NC(=O)CCC(=O)NCc1ccccc1)c1ccco1 | -3 | 4 | 8 | 2 | 0.0 | -0.7 | 4 | 1 | -5
Cc1cc(=O)oc2c1ccc1oc(/C(=N/O)c3ccccc3)c(C)c12 | -11 | 7 | 14 | -4 | -0.6 | -0.5 | -1 | 1 | -2
C=CCCC(=O)Nc1nc(C)c(-c2csc(Nc3ccccc3OC)n2)s1 | . | -8 | 6 | 2 | 0.8 | 2.4 | 0 | -8 | -6
CCN(CC)C(=O)CSc1nc2c(sc(=S)n2-c2ccccc2)c(=O)n1-c1ccc(OC)cc1OC | -3 | -6 | 4 | 1 | -0.2 | 0.3 | 9 | -7 | -1
COc1ccccc1NS(=O)(=O)c1ccc(C)c(C(=O)NCC(c2ccco2)N2CCCCC2)c1 (stereo not drawn) | -1 | 1 | -9 | -1 | -0.2 | -0.7 | 5 | 0 | -3
COC(=O)c1cc(NC(=S)NC(=O)c2ccccc2)ccc1N1CCOCC1 | -15 | -1 | 0 | 5 | 1.1 | 0.0 | 9 | 0 | 12
O=C1C(C2=NC(C(=O)O)C3C(=O)N(c4ccc(Cl)cc4)C(=O)C23)=C(O)c2ccccc21 (stereo not drawn) | 4 | -6 | 11 | 0 | 0.5 | -0.7 | -17 | -1 | 1
O=C(c1cnn2c(C(F)(F)F)cc(-c3ccco3)nc12)N1CCCc2ccccc21 | 1 | -13 | -22 | 1 | -0.1 | -1.2 | -2 | 4 | -5
COc1ccccc1C(CNC(=O)CSc1ccc2ccccc2c1)N(C)C (stereo not drawn) | -4 | -9 | 1 | 28 | 4.3 | 3.8 | -18 | 3 | -8
Cc1ccc(/C(O)=C/c2nc3cc(C)ccc3oc2=O)cc1 | -8 | 1 | 5 | 6 | 2.6 | 1.3 | 11 | 0 | -1
COc1ccc(C2OCC3(O)C(c4ccc(OC)c(OC)c4)OCC23)cc1OC (stereo not drawn) | 12 | 2 | -7 | 3 | 0.4 | -1.0 | -1 | -1 | 2
CCCn1c(SCc2ccc(Cl)cc2)nc2c1c(=O)[nH]c(=O)n2C | 1 | 1 | 2 | 0 | -1.3 | -0.9 | -12 | -1 | 2
CCC(=O)N1CCc2cc(S(=O)(=O)CCC(=O)Nc3cc(Cl)ccc3OC)ccc21 | . | -3 | . | -2 | -1.4 | -0.9 | -8 | 1 | 2
Cc1cccc(NC(=O)CSCC(=O)N=c2sccn2C)c1 | 0 | 16 | 0 | 2 | 0.4 | -0.3 | -12 | 7 | -8
Nc1ccc(SCCN2C(=O)c3ccccc3C2=O)cc1 | 1 | 15 | -23 | 1 | 0.5 | 0.0 | -3 | 3 | -5
CC(C)NS(=O)(=O)c1ccc(CCC(=O)N2CCc3ccccc3C2)cc1 | 3 | . | 17 | -1 | -0.3 | 0.3 | -3 | 2 | -2
CC1CCCC(C)N1C(=O)c1cc2ncc(CCCl)cn2n1 (stereo not drawn) | 5 | 8 | 16 | 3 | 0.4 | 1.7 | -10 | -6 | -2
COc1ccc(NS(=O)(=O)c2ccc3c(c2)N(C(C)=O)CC(C)S3)c(OC)c1 (stereo not drawn) | 4 | -1 | 8 | 10 | -0.4 | -0.1 | -11 | 2 | 0
CS(=O)(=O)N(CC(=O)NCCc1ccccc1)C1CCCCC1 | -8 | 4 | -4 | -2 | 0.4 | 1.4 | . | 40* | 0
N#CCc1c(C#N)c(N)nc(N2CCN(c3ccc(F)cc3)CC2)c1C#N | 7 | 13 | 7 | 3 | -0.5 | -0.1 | -3 | -3 | -3
COc1ccccc1OCCNC(=O)/C=C/c1ccc([N+](=O)[O-])cc1 | -3 | -5 | 5 | -2 | -1.8 | -0.3 | -2 | -4 | -4
O=C(NNC(=S)Nc1ccc(F)cc1)C1[C@H]2CCCC[C@@H]12 (stereo partly drawn) | -7 | -4 | 22 | 3 | -1.1 | -0.4 | 6 | 1 | -4
CCN(CC(=O)Nc1ccc(NC(C)=O)cc1)C(=O)c1ccc(=O)[nH]c1 | 6 | 9 | 2 | 1 | 0.2 | -0.3 | 9 | -3 | 0
O=C(COC(=O)c1c[nH]c(=O)[nH]c1=O)Nc1cccc([N+](=O)[O-])c1 | 7 | -12 | -9 | 2 | 0.4 | 0.1 | 5 | 7 | -2
CCOC(=O)c1c(-c2ccc(C)cc2)csc1NC(=O)/C(C#N)=C/c1ccc(O)c(OC)c1 | ? | -10 | -13 | 111* | 16 | 19 | 2 | -3 | 5
CC1CCc2nn(CC(=O)Nc3ccccc3Cl)cc2C1 (stereo not drawn) | -2 | -6 | . | -1 | -0.4 | 0.9 | 11 | -2 | -2
CCCOc1ccc(-c2nc(N3CCC(C)CC3)c3ccccc3n2)cc1 | 3 | 1 | . | -2 | -1.2 | 0.2 | 1 | 7 | 0
COc1cc(C(=O)Oc2c(OC)cc(C(=S)N3CCOCC3)cc2OC)cc(OC)c1OC | -3 | 13 | 1 | 6 | 0.2 | 1.0 | 11 | 0 | -3
CC(C)(C)c1ccc(C(=O)Nc2ccc3nc(SCC(=O)N4CCCC4)sc3c2)cc1 | -101* | -12 | . | 3 | -0.1 | -1.2 | -20 | 10 | 2
Cc1nc(C)n(C(C)CNS(=O)(=O)c2ccc(C)c(C)c2)n1 (stereo not drawn) | 21 | -5 | -10 | 12 | 0.7 | 0.6 | -6 | 5 | -4
COC(=O)c1nc(N)sc1C(C)C | -11 | . | . | 2 | -0.1 | . | -3 | 7 | -5

A draw from above in order of SMILES length, descending:
SMILES | RXFP1 antagonist | D2 PAM | D2 antag | D1 agonist | TRHR agonist | D2 ag | D1 antagonist | TRHR enhancer | D1 PAM
O=C1C(C2=NC(C(=O)O)C3C(=O)N(c4ccc(Cl)cc4)C(=O)C23)=C(O)c2ccccc21 (stereo not drawn) | 4 | -6 | 11 | 0 | 0.5 | -0.7 | -17 | -1 | 1
CCOC(=O)c1c(-c2ccc(C)cc2)csc1NC(=O)/C(C#N)=C/c1ccc(O)c(OC)c1 | ? | -10 | -13 | 111* | 16 | 19 | 2 | -3 | 5
Cc1cc(N2CCOCC2)nc2ccc(NC(=O)CCC(=O)N3CCN(c4ccccc4F)CC3)cc12 | 0 | . | -2 | 1 | 0.4 | 2.4 | -43* | 2 | 0
CC(C)(C)c1ccc(C(=O)Nc2ccc3nc(SCC(=O)N4CCCC4)sc3c2)cc1 | -101* | -12 | . | 3 | -0.1 | -1.2 | -20 | 10 | 2
COc1ccc(C2OCC3(O)C(c4ccc(OC)c(OC)c4)OCC23)cc1OC (stereo not drawn) | 12 | 2 | -7 | 3 | 0.4 | -1.0 | -1 | -1 | 2
COC(=O)c1cc(NC(=S)NC(=O)c2ccccc2)ccc1N1CCOCC1 | -15 | -1 | 0 | 5 | 1.1 | 0.0 | 9 | 0 | 12
CCCOc1ccc(-c2nc(N3CCC(C)CC3)c3ccccc3n2)cc1 | 3 | 1 | . | -2 | -1.2 | 0.2 | 1 | 7 | 0
CS(=O)(=O)N(CC(=O)NCCc1ccccc1)C1CCCCC1 | -8 | 4 | -4 | -2 | 0.4 | 1.4 | . | 40* | 0
CCOc1ccccc1NC(=S)N1CCN(c2ccccc2)CC1 | -5 | 3 | -4 | 1 | 0.1 | 7.3 | -3 | 3 | 1
CCN(CC)c1ccc(C=Nc2ccc(C)cc2)c(O)c1 | -4 | -5 | 13 | 1 | -0.3 | 0.3 | -14 | 2 | -1
COC(=O)c1nc(N)sc1C(C)C | -11 | . | . | 2 | -0.1 | . | -3 | 7 | -5
